# Source: PubChem BioAssay (Emory University Molecular Libraries Screening Center)
# EP2 antag: blocks the human prostaglandin E2 receptor EP2 | C6 glioma cells expressing human EP2, cAMP TR-FRET; cells stimulated with saturating PGE2 | inhibition, % at 25 µM | 0.52% of 260,000 active;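 active means percent inhibition above 40 after rounding to a whole number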;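 further: rat C6 glioma host cells with rolipram phosphodiesterase inhibitor present; the protocol text gives 20 µM as final concentration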
# Target sequence (P43116 whole entry, looked up): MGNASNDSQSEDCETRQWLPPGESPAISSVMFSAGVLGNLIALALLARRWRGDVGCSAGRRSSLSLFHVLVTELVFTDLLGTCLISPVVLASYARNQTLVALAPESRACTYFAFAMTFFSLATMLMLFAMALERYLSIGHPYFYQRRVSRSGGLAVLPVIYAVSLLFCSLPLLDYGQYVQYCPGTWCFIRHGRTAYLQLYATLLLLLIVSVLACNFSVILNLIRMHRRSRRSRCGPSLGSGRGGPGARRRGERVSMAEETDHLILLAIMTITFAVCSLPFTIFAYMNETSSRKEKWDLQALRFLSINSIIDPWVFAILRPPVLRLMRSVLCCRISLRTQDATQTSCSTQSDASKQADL
# * hit, by the source's call; & = joins results of further samples. The list is partial, so the mix of outcomes need not match the whole.
SMILES,EP2 antag
CCn1ncc(C(=O)N2CCC3(CC2)NC(=O)c2ccccc2O3)c1C,7.2
Cc1ccc2c(c1)cc(CN(Cc1cccnc1)C(=O)c1cccs1)c1nnnn12,11.7
NCCCCCCNS(=O)(=O)c1cccc2c(Cl)cccc12,25.4&16.1&29.4
CCOc1ccc(N(CC(=O)Nc2ccc3c(c2)OCCO3)S(=O)(=O)c2ccc(C)cc2)cc1,8.0
CN1CCN(c2ccc(NC(=O)COc3ccc(Cl)cc3)cc2)CC1,7.0
CC1CCc2c(C(=O)Nc3ccccc3F)csc2C1 (stereo unspecified),8.7
CC(=O)c1cn(CC(=O)Nc2ccccc2Cl)c2ccccc12,11.6
Cc1ccc(-n2ncc3c(=O)n(CC(=O)N4CCCCC4C)cnc32)cc1 (stereo unspecified),8.6
CCc1nc(SCC(=O)NC)c2c3c(sc2n1)CC(C)CC3 (stereo unspecified),5.2
COc1ccc2c(c1)OC/C(=C/c1ccc(O)c(O)c1)C2=O,11.9
CCC(c1nnnn1Cc1ccccc1)N1CCN(c2nc3ccccc3s2)CC1 (stereo unspecified),11.7
CC1(C)OC2OC(C(=O)NCC(N)=O)C3OC(C)(C)OC3C2O1 (stereo unspecified),11.5
O=C([C@@H]1CC=C[C@@H]2CCN(C3CCCCC3)C(=O)[C@@H]21)N1CCN(c2ccccc2)CC1,19.4
COc1ccc(NC(=O)NCCNc2nc3c(C)cccc3cc2C#N)cc1,5.5
O=C(N1CCC(Nc2nc(C(F)(F)F)cc(=O)[nH]2)CC1)C1(c2ccccc2)CC1,6.9
CCOCCCNC(=S)N1CCC(NC(=O)C(C)(C)C)CC1,8.7
CC1(O)CC2C(CC1O)C2(C)C (stereo unspecified),10.6
C#C[C@]1(O)CCC2C3CCC4=CC(=O)CC[C@@H]4C3CC[C@@]21C (stereo partly specified),10.7
O=C(C1CCCC1)N1CCC[C@@H](Cn2nc(-c3cccs3)ccc2=O)C1,9.6
Fc1ccc(-c2csc(Nc3cccnc3)n2)cc1,12.3
O=c1/c(=C/c2ccc3c(c2)OCO3)sc2n1CCCN=2,14.7
CC(=O)N1CCN(c2nc(C(C)(C)C)nc3c2nnn3Cc2ccccc2)CC1,7.8
CC(C)NC(=O)c1onc(CSc2ccc(F)c(F)c2)c1C(=O)NC(C)C,22.6
COc1ccc(-n2nnnc2SCC(=O)Nc2cccc(O)c2)cc1,5.6
O=C(CC1CCCCC1)N1CCN(c2ccccc2F)CC1,11.0
# (listing goes on)
SMILES,EP2 antag
COc1ccc(-n2c(SCC(=O)Nc3cc(OC)ccc3OC)nnc2-c2cccnc2)cc1,9.4
CCn1c2ccccc2n2c(=O)n(CC(=O)Nc3ccccc3-c3ccc(C)o3)nc12,3.5
O=C(c1cc2nc(-c3ccco3)cc(C(F)(F)F)n2n1)N1CCC(Cc2ccccc2)CC1,11.6
O=C(Nc1ccccc1)C1CCN(C(=O)c2cccs2)CC1,10.0
COc1cc2[nH]c3c(c2cc1OC)CCN1CCCC[C@@H]31,12.4
Cc1sc2ncn3c(SCC(=O)Nc4ccc5c(c4)OCO5)nnc3c2c1C,16.6
COc1ccc(NC(=O)CN2CCC(c3nc4ccc(Cl)cc4[nH]3)CC2)c(OC)c1,8.2
CCCC(=O)Nc1ccc(NC(=O)c2ccc3c(c2)OCO3)cc1,13.0
CC(C)CCCC(C)C1CCC2C3=CC[C@H]4C[C@@H](O)CC[C@]4(C)C3CC[C@@]21C (stereo partly specified),13.2
COC(=O)C[C@H]1c2ccccc2S(=O)(=O)N1Cc1ccc(OC)cc1,11.3
COC(=O)c1ccc(NC(=O)C(=O)NCc2ccc3c(c2)OCO3)cc1,10.9
CCN(CC)C(=O)Cn1cc(C(=O)c2cccs2)c2ccccc21,14.7
CC(=O)c1ccc(NC(=O)c2ccc3nc(C)sc3c2)cc1,11.6
CCOC(=O)c1cnc2c(ccc3ccccc32)c1NCCCN(C)C,11.8
COc1ccc(NC(=O)N(Cc2cc3cccc(C)c3[nH]c2=O)C2CCCCC2)cc1,18.9
Cc1ccc(NC(=O)CSc2nnc3c(n2)[nH]c2ccc(F)cc23)cc1Cl,7.1
Cc1cccc2cc(CN(CCCN3CCOCC3)C(=O)Nc3ccccc3)c(=O)[nH]c12,23.0
Nc1ccc(C#Cc2ccc3oc4ccccc4c(=O)c3c2)cc1,10.8
CCc1nc2scc(-c3ccc(C)cc3)c2c(=O)n1CCO,7.7
OCCN(Cc1cccnc1)Cc1ccnc2ccc(Cl)cc12,6.6
Cc1cc(O)cc(O)c1C(=O)O,9.8
COc1ccc(OC)c(C(=O)CSc2nc(C)nc3sc4c(c23)CCCC4)c1,16.8
Nc1cccc(S(=O)(=O)NCc2cccnc2)c1,5.5
COc1ccc(C(=O)CCN2CCOCC2)cc1,11.4
CCc1nnc(NC(=O)c2ccc(OC(C)=O)cc2)s1,3.0

# A different layout for two compounds above.
compound	EP2 antag
O=C(c1cc2nc(-c3ccco3)cc(C(F)(F)F)n2n1)N1CCC(Cc2ccccc2)CC1	11.6
CC(C)CCCC(C)C1CCC2C3=CC[C@H]4C[C@@H](O)CC[C@]4(C)C3CC[C@@]21C (stereo partly specified)	13.2

# Next entries
SMILES,EP2 antag
O=C(O)[C@H]1/C(=C/CO)O[C@@H]2CC(=O)N21,11.7
COCC(=O)Nc1sc2c(c1C(N)=O)CCCC2,8.2
O[C@@H](c1cc([C@@]23C[C@H]4CC[C@@H]2C[C@H](C4)C3)nc2c(Cl)cc(Cl)cc12)[C@@H]1CCCCN1,76.5*
CC1=NN(c2ccccc2)C(=O)C1c1cc(C)nc2ncnn12 (stereo unspecified),6.7
O=C(CSC1=NCCN1)Nc1ccccc1,11.6
CCCNC(=S)N(Cc1cc2c(C)ccc(C)c2[nH]c1=O)C1CCCCC1,15.6
Cc1cccc(N(CC(=O)N2CCCCC2)S(C)(=O)=O)c1,7.4
COc1ccccc1NC(=O)C1CCN(S(=O)(=O)c2cc(Cl)ccc2Cl)CC1,10.2
O=C(CN1C(=O)[C@@H]2CCCN2C(=O)c2ccccc21)N1CCOCC1,4.0
Cc1ccc2cc(CN(Cc3ccccc3Cl)C(=O)NC3CCCCC3)c(=O)[nH]c2c1C,0.4
COc1ccccc1NC(=O)Nc1nc(-c2cccnc2)nc2ccccc12,9.8
CCOc1ccccc1NC(=O)CSc1nc2cc3c(cc2cc1C)CCC3,9.8
Cc1ccc(N(CC(=O)NC(C)(C)C)C(=O)CCC(=O)Nc2nccs2)cc1C,8.6
Cc1ccc(CN(CCCn2ccnc2)Cc2ccc(Cl)c(Cl)c2)o1,6.0
Cn1c2ccc(Br)cc2c2nnc(SCC(=O)O)nc21,26.2
C=C1CCN(c2ccc(C(=O)O)cc2[N+](=O)[O-])CC1,5.6
CCOC(=O)Cn1nc(C)n2c(cc3oc(C)cc32)c1=O,4.4
COCCn1c(SCC(=O)Nc2cccc(OC)c2)nnc1-c1ccoc1C,11.0
CCN(C(=O)c1cc(OC)c(OC)c(OC)c1)c1nc(-c2ccc(F)cc2)cs1,7.7
Cc1cc(NC(=O)CSc2ccc(-c3ccc(Cl)cc3)nn2)no1,4.1
O=S(=O)(N1CCCC1)N1CC(CN2CCOCC2)c2ccccc21 (stereo unspecified),9.6
COc1ccc(-n2ncc3c(=O)n(CC(=O)NC4CCCCC4C)cnc32)cc1 (stereo unspecified),16.5
CCn1c(SCC(=O)Nc2cccc(C)c2)nnc1-c1ccco1,11.5
COc1cc(C)c(C(=O)Oc2cc(C)c(C(=O)O)c(O)c2C)c(O)c1C,15.7
CC(C)c1ccc(C2NC(=O)C(O)=C2C(=O)c2cccs2)cc1 (stereo unspecified),16.2

# In the list so far, these contain a CF3 group:
SMILES,EP2 antag
O=C(N1CCC(Nc2nc(C(F)(F)F)cc(=O)[nH]2)CC1)C1(c2ccccc2)CC1,6.9
O=C(c1cc2nc(-c3ccco3)cc(C(F)(F)F)n2n1)N1CCC(Cc2ccccc2)CC1,11.6

# Other entries follow.
SMILES,EP2 antag
O=C(Nc1cccc(NC(=O)c2cccc(Cl)c2)c1)c1cccnc1,15.7
CCC1Oc2ccccc2N(CC(=O)N2CCCC2)C1=O (stereo unspecified),16.5
COc1ccc(-c2ccc(SCC(=O)N3c4ccccc4CCc4ccccc43)nn2)cc1OC,12.2
Cc1sc2nc(CN(C3CCCC3)S(C)(=O)=O)[nH]c(=O)c2c1C,10.9
O=c1[nH]c(N2CCCCC2)nc2c1CCN(Cc1c(F)cccc1F)C2,2.0
COc1ccc(S(=O)(=O)N2CCC(C(=O)NCc3ccccc3)CC2)cc1,17.6
COc1nc(C)c(CC(=O)NCc2cc(C)cc3c(C)c(C)[nH]c23)c(OC)n1,2.7
CC1(C)Cc2c(sc3nc(NN)[nH]c(=O)c23)CO1,11.2
COc1ccccc1NC(=O)C1=C(C)NC2=C(C(=O)CCC2)C1c1cccs1 (stereo unspecified),34.3
Nc1nc2nc3c(nc2c(=O)[nH]1)CN(c1ccc(C(=O)O)cc1)C3=O,12.5
COc1ccc2[nH]cc(NC(=O)N3CCC(C(N)=O)CC3)c(=O)c2n1,15.7
Cc1nc(Nc2ccc(Br)cc2Br)c([N+](=O)[O-])c(=O)[nH]1,10.5
C=CCc1cccc(CNn2cnnc2)c1O,10.6
Cc1cc(C)c2c(NCc3cccc(C(F)(F)F)c3)n[nH]c2n1,3.2
Cc1cccc2c1Oc1ccccc1[C@H]2NC(=O)c1ccc([N+](=O)[O-])cc1,37.0
CCOC(=O)c1sc(NC(=O)CSc2nc3ccc(OC)cc3cc2C#N)nc1C,10.1
C=C[C@@]1(C)CC(=O)[C@@]2(O)[C@](C)(O1)[C@@H](OC(C)=O)[C@@H](O)C1C(C)(C)CC[C@H](O)[C@@]12C (stereo partly specified),7.8
COc1cc(OC)cc(C(=O)N2CCC(C(=O)Nc3ccc(F)cc3)CC2)c1,11.6
COc1ccc2[nH]c(=O)c(CN(CCCN(C)C)C(=S)Nc3ccc(C)cc3)cc2c1,14.1
Cc1sc(NC(=O)c2cccc(F)c2)nc1-c1ccc2c(c1)CCN2C(=O)C(C)C,15.7
Nc1nc(F)nc2c1ncn2[C@@H]1O[C@H](CO)[C@@H](O)[C@H]1O,20.1
COc1ccc(OC)c(-c2[nH]nc3c2C(c2ccc(C(F)(F)F)cc2)C(C#N)=C(N)O3)c1 (stereo unspecified),9.4
Cc1ccc2cc(CN(Cc3ccccc3)Cc3nnnn3CC3CCCO3)c(=O)[nH]c2c1C (stereo unspecified),13.0
O=C(C1CC(c2ccc(Cl)cc2)=NO1)N1CCCC1 (stereo unspecified),9.0
COc1cccc(C2(NC(=O)c3cncnc3)CCCC2)c1,4.5
# (list continues)
SMILES,EP2 antag
C=CCN(C(=O)c1csnn1)C(C(=O)NC(C)(C)C)c1ccccc1F (stereo unspecified),7.7
COc1ccc(CCn2nnnc2C(c2ccccc2)N2CCN(C3CCCC3)CC2)cc1OC (stereo unspecified),11.5
Oc1ccc(-c2nc3cnccn3c2NCc2ccc(F)cc2)cc1,7.7
O=c1[nH]c2cc3c(cc2cc1CN(Cc1cccs1)S(=O)(=O)c1ccccc1)OCCO3,11.4
COc1ccc(/C=C2\N=C(c3cccs3)OC2=O)cc1OCc1ccccc1,9.7
COc1ccc(N(C(C)C(=O)N2CCN(c3ccccc3OC)CC2)S(C)(=O)=O)cc1 (stereo unspecified),9.0
Cc1cc(NC(=O)c2cccs2)ccc1NC(=O)CSc1nnc(-c2cccs2)n1C,7.1
O=C1CN=C(Nc2ccccc2)N1c1ccc2c(c1)OCCO2,12.5
COc1ccccc1C1(O)CCCN(CC(O)c2ccc(Cl)cc2)C1 (stereo unspecified),6.2
COc1ccccc1NC(=O)N(Cc1ccccc1)Cc1cc2cc3c(cc2[nH]c1=O)OCCO3,10.7
CC1(C)C2CCC(C2)C1(C)NC(=O)CNCCN1CCCC1 (stereo unspecified),17.1
CC(C)(C)NC(=O)CN(C(=O)CNC(=O)c1cccs1)c1ccc(F)cc1,9.2
O=C(O)COCC(=O)NC1CC2(CCCCC2)Oc2ccccc21 (stereo unspecified),6.9
CC(=O)N(c1ccc2oc(=O)sc2c1)S(=O)(=O)c1ccc(F)cc1,9.3
COc1ccc(CNC(=O)[C@@H]2CC=C[C@@H]3CCN(Cc4ccccc4)C(=O)[C@@H]32)cc1,17.3
O=C(NC1CCCC1)c1ccc(Cl)c(S(=O)(=O)N2CCOCC2)c1,6.2
COC(=O)C[C@H]1C(C)(C)C(=O)[C@@H]2CC3=C(CC[C@]4(C)C3=CC(=O)O[C@H]4c3ccoc3)C1(C)C2=O,12.4
COCCn1c(SCC(=O)NCc2ccco2)nnc1-c1cccs1,4.9
Cc1nc2sc3c(c2c2nnc(SCC(=O)Nc4nc(C(C)(C)C)cs4)n12)CCCC3,8.4
CCCc1nc2cc(NC(=O)c3cnc(C(C)(C)C)nc3)ccc2n1C,8.2
CN(C)CCN(Cc1cc2cc3c(cc2[nH]c1=O)OCO3)C(=O)Nc1ccccc1F,10.9
COc1ccc(N2CCN(C(=O)c3cccs3)CC2)cc1,11.8
COc1cccc(NC(=O)c2ccc3c(c2)OCCO3)c1,11.0
O=C(N1CCC(c2ccncc2)CC1)C1(c2ccccc2)CC1,3.9
CCOc1cc(S(=O)(=O)N2CCN(Cc3ccccc3)CC2)c(OCC)cc1-n1cnnn1,17.0

# Random excerpt: four compounds from above.
SMILES,EP2 antag
CCCNC(=S)N(Cc1cc2c(C)ccc(C)c2[nH]c1=O)C1CCCCC1,15.6
C=CCN(C(=O)c1csnn1)C(C(=O)NC(C)(C)C)c1ccccc1F (stereo unspecified),7.7
CCOc1ccc(N(CC(=O)Nc2ccc3c(c2)OCCO3)S(=O)(=O)c2ccc(C)cc2)cc1,8.0
Cc1cc(NC(=O)c2cccs2)ccc1NC(=O)CSc1nnc(-c2cccs2)n1C,7.1

# (list continues)
SMILES,EP2 antag
C=CC[C@@]12C=C(OC)C(=O)C(OC)=C1O[C@H](c1ccc3c(c1)OCO3)[C@H]2C,20.7
O=C(/C=C/c1ccccc1)N(Cc1nc2ccccc2c(=O)[nH]1)Cc1cccs1,9.8
Nc1ccc(N2Cc3ccccc3-c3ccccc3C2)cc1,13.1
Cc1nnc(SCC(=O)Nc2ccc(F)cc2)n1C1CCCCC1,7.9
CC(C)c1ccc(OCC(=O)Nc2ccc(S(=O)(=O)Nc3ccccn3)cc2)cc1,4.6
COc1cccc(NC(=O)CSc2nc3ccccc3n2CC(=O)N2CCCC2)c1,9.7
CCOc1cc(C(=O)Nc2nncs2)cc(OCC)c1OCC,9.1
